Source: PubChem BioAssay (several laboratories)
dFosB activator – mouse delta FosB homodimer activation; purified delta FosB, TAMRA-CDK5 oligo fluorescence polarization; percent of positive-control signal above neutral wells; P13346; hit rate 0.99% among 340,000; activation, % at 25 µM;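 active = mean activation above about 17%, with every replicate also reaching it, limit read from the data, passing the limit was not always enough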;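 note: fluorescence polarization rise as delta FosB binds a TAMRA Cdk5 AP-1 oligo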
Target sequence (P13346 whole entry, looked up): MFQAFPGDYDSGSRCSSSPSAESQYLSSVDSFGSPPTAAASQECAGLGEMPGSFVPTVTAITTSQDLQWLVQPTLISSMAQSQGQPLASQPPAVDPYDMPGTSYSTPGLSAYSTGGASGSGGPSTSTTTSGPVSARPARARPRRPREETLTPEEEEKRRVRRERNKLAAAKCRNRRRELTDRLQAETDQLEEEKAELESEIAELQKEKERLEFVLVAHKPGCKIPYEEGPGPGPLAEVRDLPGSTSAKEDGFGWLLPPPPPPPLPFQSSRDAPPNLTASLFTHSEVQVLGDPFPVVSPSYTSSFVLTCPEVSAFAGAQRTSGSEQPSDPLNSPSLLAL
Tat export inh – E. coli Tat transport inhibition. E. coli MC4100 TorA-mCherry Tat export, fluorescence. inhibition, % at 10 µM. hit rate 0.036% among 340,000. AID 488895;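 active = mean replicate inhibition at least 50% and at least half of replicates individually reaching 50%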;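 note: exported cargo escapes ClpAP degradation while cytoplasmic cargo is degraded and loses fluorescence; 0% = median of neutral control wells and 100% = median of NaSCN control wells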
MITF TRPM1 HTS – increases MITF-driven TRPM1 promoter luciferase signal | hit rate 0.75% among 300,000 | activation, % at 12.5 µM | SK-MEL-5 TRPM1-promoter luciferase, 24 h; % of positive control, neutral wells = 0;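 active = mean activation of at least 80% with every replicate also reaching 80%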;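 note: 0% = neutral control wells and 100% = parthenolide positive control wells; values of inactives mirror those of a sister screen read the other way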
Wnt act – activators of Wnt/beta-catenin signaling. Wnt/beta-catenin reporter cell assay, activator, plate reader. activation, % at 9.35 µM. AID 743398. hit rate 1.2% among 300,000; in the data active = activation above about 30%, passing the limit was not always enough;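 note: 0% = neutral control wells and 100% = positive control wells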
cardiac RTF act – cardiac RTF calcium sensitization; P19429+P45379; activation, % at 7.2 µM; IANBD-labeled TnC RTF fluorescence at EC20 calcium; 0% EC20 calcium, 100% full calcium; AID 493008; hit rate 0.24% among 340,000;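 active = activation above the mean over all tested compounds plus 3 SD, cut at about 30% in these data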;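 note: rise in fluorescence read as greater calcium sensitivity of cardiac thin filaments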
Rtt109 HAT inh – blocks Candida albicans Rtt109/Vps75 acetyltransferase activity; purified Rtt109/Vps75, ThioGlo CoA-SH fluorescence, 4 h; inhibition, % at 34.9 µM; Q5AAJ8; hit rate 0.16% among 330,000;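 active = inhibition of at least 50% in every replicate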
CAL PDZ FP-1 – inhibitors of human CAL PDZ peptide binding; hit rate 0.02% among 330,000; purified CAL PDZ, TMR-peptide fluorescence polarization, 1 h; inhibition, % at 20 µM; AID 504414;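 active = highest replicate inhibition of at least 40%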;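 note: plate controls were DMSO neutral control wells for no effect and unlabeled competitor peptide control wells for full effect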
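Assay system – tagged CAL PDZ protein CerCALP, purified · Timing – 1 h at RT · Compound – single point, 20 µM · Measured by – fluorescence polarization from S- and P-plane intensities, G-factor corrected · Evaluation – inhibition from polarization loss · Probe or stimulus – TMR reporter peptide T*-PRC34 · Buffer or medium – pH 7.4 phosphate-saline buffer, reducing agent, detergent, IgG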
CAL PDZ FP-2 – inhibitors of human CAL PDZ peptide binding | purified CAL PDZ, TMR-peptide fluorescence polarization, 1 h | AID 602252 | Q9HD26 | inhibition, % at 24.9 µM | hit rate 0.92% among 300,000;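 active = mean inhibition of at least 30% with at least half of replicates also reaching 30%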;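 note: 0% = DMSO neutral control and 100% = excess unlabeled competitor peptide PRC23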
CDK5 inh – CDK5/p35 (human) kinase inhibition; Recombinant CDK5/p35, ADP-Glo luminescence, 60 min; hit rate 0.01% among 330,000; inhibition, % at 10 µM; Q00535+Q15078; AID 488839;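 active = highest replicate inhibition of at least 50% and at least 75% of replicates reaching 50%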;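 note: plate controls were DMSO neutral control for no effect and GW8510 at 10 µM for full effect; many of its hits are not listed in these tables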
Target sequence (Q00535 whole entry, looked up): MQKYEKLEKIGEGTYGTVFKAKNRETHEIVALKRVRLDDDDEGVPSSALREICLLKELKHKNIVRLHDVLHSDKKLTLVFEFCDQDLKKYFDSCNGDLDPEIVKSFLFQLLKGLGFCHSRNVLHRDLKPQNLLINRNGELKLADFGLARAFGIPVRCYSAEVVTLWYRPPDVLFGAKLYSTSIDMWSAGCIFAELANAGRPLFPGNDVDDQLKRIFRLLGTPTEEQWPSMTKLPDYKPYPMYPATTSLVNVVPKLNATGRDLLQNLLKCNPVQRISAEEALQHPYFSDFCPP
Target sequence (Q15078 whole entry, looked up): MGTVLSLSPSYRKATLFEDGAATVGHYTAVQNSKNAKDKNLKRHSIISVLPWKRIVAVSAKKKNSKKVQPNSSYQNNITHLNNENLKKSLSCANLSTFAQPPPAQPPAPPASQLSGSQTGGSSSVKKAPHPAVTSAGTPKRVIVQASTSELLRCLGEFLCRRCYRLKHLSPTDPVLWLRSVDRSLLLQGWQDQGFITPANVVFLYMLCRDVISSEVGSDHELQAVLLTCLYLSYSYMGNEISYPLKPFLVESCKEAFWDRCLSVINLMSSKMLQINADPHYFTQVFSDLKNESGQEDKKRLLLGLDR
V-ATPase pHluor – alters yeast V-ATPase proton transport. S. cerevisiae, pHLuorin cytosolic pH fluorescence. response, % at 10 µM. hit rate 0.37% among 350,000. AID 504577; in the data active = response mostly above about 7.3%, no sharp cut-off; inactive = mostly below about 5.4%; note: actives read high; inactives centre near 0; some compounds called inactive have numbers as strong as hits; reference of the scale not given here
* hit, by the source's call.

How did Cc1ccccc1C(=O)Nc1cccc(NC(=O)c2ccc(F)cc2)c1 do in these assays?
dFosB activator: 1; Tat export inh: 0; MITF TRPM1 HTS: -12; Wnt act: 1; cardiac RTF act: -7; Rtt109 HAT inh: 6; CAL PDZ FP-1: -2.2; CAL PDZ FP-2: -2; CDK5 inh: -0.5; V-ATPase pHluor: 0

What do the screens show for `Cn1cccc1C(=O)NC(=O)COC(=O)c1cc(S(=O)(=O)N2CCCCC2)ccc1Cl`?
dFosB activator: -2; Tat export inh: 28; MITF TRPM1 HTS: -7; Wnt act: -12; Rtt109 HAT inh: 17; CAL PDZ FP-1: -1.1; CAL PDZ FP-2: 7; CDK5 inh: -0.5; V-ATPase pHluor: 2

What do the screens show for `CC(CC(=O)N1CCN(c2ccccc2)CC1)c1ccccc1` (stereo unspecified)?
dFosB activator: -4; Tat export inh: 1; MITF TRPM1 HTS: 9; Wnt act: -2; cardiac RTF act: 0; Rtt109 HAT inh: 18; CAL PDZ FP-1: -3.1; CAL PDZ FP-2: 1; CDK5 inh: 0.7; V-ATPase pHluor: 8

What do the screens show for `COC(=O)C/C=N/N=C1/NC(=O)/C(=C/C(=O)O)S1`?
dFosB activator: 0; Tat export inh: 13; MITF TRPM1 HTS: 0; Wnt act: -1; cardiac RTF act: -1; Rtt109 HAT inh: 6; CAL PDZ FP-1: -2.6; CAL PDZ FP-2: -2; CDK5 inh: -6.5; V-ATPase pHluor: 3

What do the screens show for `CCNc1ccc(C(=O)OCC(=O)NC(C)c2ccccc2)cc1[N+](=O)[O-]` (stereo unspecified)?
dFosB activator: 6; Tat export inh: -10; MITF TRPM1 HTS: -2; Wnt act: 0; cardiac RTF act: 5; Rtt109 HAT inh: -3; CAL PDZ FP-1: -1.1; CAL PDZ FP-2: 0; CDK5 inh: -0.5; V-ATPase pHluor: 2

Results for CC(C)CC(=O)Nc1ccc2c(c1)oc1ccccc12 ?
dFosB activator: -8; Tat export inh: 1; MITF TRPM1 HTS: 91*; cardiac RTF act: -5; Rtt109 HAT inh: 2; CAL PDZ FP-1: -3.2; CAL PDZ FP-2: 0; CDK5 inh: 0.1; V-ATPase pHluor: -2

What do the screens show for `Cc1c(C)c(C)c(S(=O)(=O)n2[nH]c(=O)c(CCO)c2C)c(C)c1C`?
dFosB activator: -8; Tat export inh: 7; MITF TRPM1 HTS: 16; Wnt act: -4; cardiac RTF act: -3; Rtt109 HAT inh: -1; CAL PDZ FP-1: 0.0; CDK5 inh: 0.0; V-ATPase pHluor: -1

How did CCOC1OC2C(CO)OC(n3cnc4c(N)ncnc43)C2O1 (stereo unspecified) do in these assays?
dFosB activator: 4; Tat export inh: -5; MITF TRPM1 HTS: 13; Wnt act: -4; cardiac RTF act: -4; Rtt109 HAT inh: 8; CAL PDZ FP-1: 0.4; CDK5 inh: -0.3; V-ATPase pHluor: -1

How did O=C(N/N=C/c1cccc(Oc2ccccc2)c1)c1cccc(Br)c1 do in these assays?
dFosB activator: -5; Tat export inh: 3; MITF TRPM1 HTS: 10; Wnt act: -1; cardiac RTF act: -2; Rtt109 HAT inh: -5; CAL PDZ FP-1: -1.1; CAL PDZ FP-2: -2; CDK5 inh: -0.5; V-ATPase pHluor: 3

What do the screens show for `COc1ccc(CNC(=O)C2CCCN2S(=O)(=O)c2ccc(S(=O)(=O)N(C)C)cc2)cc1` (stereo unspecified)?
dFosB activator: 1; Tat export inh: 0; Wnt act: -2; cardiac RTF act: 7; Rtt109 HAT inh: -5; CAL PDZ FP-1: -1.0; CAL PDZ FP-2: -5; CDK5 inh: -1.5; V-ATPase pHluor: -2

How did Nc1cc2c(cc1Br)-c1ccc(F)cc1C2=O do in these assays?
dFosB activator: 9; Tat export inh: 1; MITF TRPM1 HTS: 7; Wnt act: 1; cardiac RTF act: 0; Rtt109 HAT inh: -12; CAL PDZ FP-1: -0.3; CAL PDZ FP-2: 2; CDK5 inh: 2.3; V-ATPase pHluor: -1

How did N#Cc1nc(-c2ccccc2F)oc1NCCc1ccccn1 do in these assays?
dFosB activator: -8; Tat export inh: -2; MITF TRPM1 HTS: 4; cardiac RTF act: 0; Rtt109 HAT inh: -3; CAL PDZ FP-1: -2.2; CAL PDZ FP-2: 2; CDK5 inh: -0.5; V-ATPase pHluor: -3

Results for O=C(CN1CCN(C(=O)c2ccccc2)CC1)NC(=O)NCCC1=CCCCC1 ?
dFosB activator: 0; Tat export inh: 1; MITF TRPM1 HTS: 4; Wnt act: -1; cardiac RTF act: 1; Rtt109 HAT inh: 1; CAL PDZ FP-1: -0.6; CAL PDZ FP-2: -1; CDK5 inh: -1.7; V-ATPase pHluor: 4

What do the screens show for `CCOC(=O)N1CCN(C(=O)CN2C(=O)COc3ccc(C(C)(C)C)cc32)CC1`?
dFosB activator: -4; Tat export inh: -6; MITF TRPM1 HTS: -5; Wnt act: -1; cardiac RTF act: 5; Rtt109 HAT inh: -2; CAL PDZ FP-1: -0.2; CAL PDZ FP-2: 4; CDK5 inh: -1.3; V-ATPase pHluor: 3

What do the screens show for `COCCN1C(=O)N[C@@H](c2ccco2)C(C(C)=O)=C1C`?
dFosB activator: 3; Tat export inh: -3; MITF TRPM1 HTS: 2; Wnt act: -2; cardiac RTF act: 3; Rtt109 HAT inh: -8; CAL PDZ FP-1: 0.7; CAL PDZ FP-2: -2; CDK5 inh: 0.0; V-ATPase pHluor: -1

How did CC1(C)CC(=O)C(C(O)c2ccc([N+](=O)[O-])cc2)C(C)(C)N1 (stereo unspecified) do in these assays?
dFosB activator: -4; Tat export inh: -1; MITF TRPM1 HTS: -8; Wnt act: -1; cardiac RTF act: 1; Rtt109 HAT inh: -2; CAL PDZ FP-1: -0.6; CAL PDZ FP-2: -7; CDK5 inh: 0.2; V-ATPase pHluor: 0

What do the screens show for `CCN(CC)c1ccc(NC(=O)c2ccc3c(c2)c(C)c(C)n3C)cc1`?
dFosB activator: -2; Tat export inh: 7; MITF TRPM1 HTS: -2; Wnt act: -4; cardiac RTF act: 13; Rtt109 HAT inh: -5; CAL PDZ FP-1: -2.8; CAL PDZ FP-2: -1; CDK5 inh: 3.4; V-ATPase pHluor: 0

Results for Cc1cc(C)n2c(=S)[nH]nc2n1 ?
dFosB activator: 6; Tat export inh: -8; MITF TRPM1 HTS: 4; cardiac RTF act: 5; Rtt109 HAT inh: -7; CAL PDZ FP-1: 1.4; CAL PDZ FP-2: -3; CDK5 inh: 3.9; V-ATPase pHluor: -1

Results for COc1c(-c2ccc(O)c(O)c2)oc2cc(O)cc(O)c2c1=O ?
dFosB activator: -18; Tat export inh: 8; MITF TRPM1 HTS: 12; Wnt act: 4; cardiac RTF act: 2; Rtt109 HAT inh: 1; CAL PDZ FP-1: 0.1; CAL PDZ FP-2: 0; CDK5 inh: 9.5; V-ATPase pHluor: 2

Results for Cc1cc(C(=O)OCC(=O)Nc2c(F)cccc2F)c(C)n1-c1ccccc1 ?
dFosB activator: 3; Tat export inh: 0; MITF TRPM1 HTS: 28; Wnt act: 14; cardiac RTF act: 4; Rtt109 HAT inh: 7; CAL PDZ FP-1: -2.3; CAL PDZ FP-2: -2; CDK5 inh: -0.1; V-ATPase pHluor: -1

Results for CCOC(=O)c1ccc(N=c2sc(C(=O)OC)cc(=O)n2Cc2ccco2)cc1 ?
dFosB activator: -21; Tat export inh: 11; MITF TRPM1 HTS: -24; Wnt act: 2; cardiac RTF act: 4; Rtt109 HAT inh: -4; CAL PDZ FP-1: -0.3; CAL PDZ FP-2: -4; CDK5 inh: 0.2; V-ATPase pHluor: 2

What do the screens show for `O=C(NCCc1ccccc1Cl)C1CCC(=O)N(Cc2ccc(Cl)cc2)C1` (stereo unspecified)?
dFosB activator: -17; Tat export inh: 4; MITF TRPM1 HTS: 2; Wnt act: 1; cardiac RTF act: 6; Rtt109 HAT inh: 1; CAL PDZ FP-1: -3.2; CAL PDZ FP-2: -4; CDK5 inh: 0.1; V-ATPase pHluor: 0

How did COc1cc(/C=N/NC(=O)Cc2ccccc2)cc([N+](=O)[O-])c1O do in these assays?
dFosB activator: 4; Tat export inh: 6; Wnt act: -1; cardiac RTF act: -1; Rtt109 HAT inh: -1; CAL PDZ FP-1: -0.8; CAL PDZ FP-2: -2; CDK5 inh: 1.0; V-ATPase pHluor: -2

What do the screens show for `COc1ccc(CNC(=O)C(c2cccs2)N(C(=O)c2csnn2)C2CC2)cc1` (stereo unspecified)?
dFosB activator: -2; Tat export inh: 5; Wnt act: 7; cardiac RTF act: -1; Rtt109 HAT inh: -2; CAL PDZ FP-1: 0.0; CAL PDZ FP-2: -1; CDK5 inh: 1.8; V-ATPase pHluor: 0

What do the screens show for `O=C(O)c1ccccc1-c1ccccc1C(=O)NCc1ccccc1F`?
dFosB activator: -1; Tat export inh: -4; Wnt act: 0; cardiac RTF act: 1; Rtt109 HAT inh: 19; CAL PDZ FP-1: -2.0; CDK5 inh: 0.8; V-ATPase pHluor: 5

How did CCn1ccnc1CN(C)C(=O)CCc1nnc(CCCc2ccccc2)o1 do in these assays?
dFosB activator: -7; Tat export inh: 3; MITF TRPM1 HTS: 15; Wnt act: -10; cardiac RTF act: -5; Rtt109 HAT inh: 25; CAL PDZ FP-1: 0.1; CAL PDZ FP-2: 3; CDK5 inh: 0.6; V-ATPase pHluor: 3

Results for CNc1c(NS(=O)(=O)c2ccc(OC)c(Cl)c2)c(=O)oc2ccccc12 ?
dFosB activator: 65*; Tat export inh: -2; MITF TRPM1 HTS: 9; Wnt act: -1; cardiac RTF act: -3; Rtt109 HAT inh: -8; CAL PDZ FP-1: -2.1; CAL PDZ FP-2: -2; CDK5 inh: -0.8; V-ATPase pHluor: 0

How did Cc1ccc(C(=O)C(C)Sc2nnc(N)s2)cc1 (stereo unspecified) do in these assays?
dFosB activator: 2; Tat export inh: -3; MITF TRPM1 HTS: 1; Wnt act: 0; cardiac RTF act: 0; Rtt109 HAT inh: -3; CAL PDZ FP-1: -1.8; CAL PDZ FP-2: 8; CDK5 inh: -0.4; V-ATPase pHluor: 0

How did COCCC(=O)N1CCCC(C(=O)c2ccccc2SC)C1 (stereo unspecified) do in these assays?
dFosB activator: -1; Tat export inh: -2; Wnt act: -2; cardiac RTF act: -5; Rtt109 HAT inh: -5; CAL PDZ FP-1: -1.1; CAL PDZ FP-2: -4; CDK5 inh: 0.3; V-ATPase pHluor: 0

What do the screens show for `COc1cc(S(=O)(=O)n2nnc3ccccc32)c(OC)cc1Cl`?
dFosB activator: 1; Tat export inh: -4; MITF TRPM1 HTS: -8; Wnt act: 1; cardiac RTF act: -7; Rtt109 HAT inh: -4; CAL PDZ FP-1: -2.6; CAL PDZ FP-2: -7; CDK5 inh: -0.2; V-ATPase pHluor: 3

What do the screens show for `CCOC(=O)C1=C(c2ccccc2)NC(=O)NC1c1cc(OC)c(OC)c(OC)c1` (stereo unspecified)?
dFosB activator: -5; Tat export inh: -1; MITF TRPM1 HTS: 6; Wnt act: 2; cardiac RTF act: -1; Rtt109 HAT inh: -14; CAL PDZ FP-1: -0.4; CAL PDZ FP-2: -1; CDK5 inh: 2.8; V-ATPase pHluor: 0
